Screening results from PubChem.
BRCA1 expr act – activators of BRCA1 expression. Potency, µM (titrated, usually from 46.1 µM), inactives show at the top dose activation, usual class: activators. AID 624202. MCF7-BRCA1-FFLuc reporter, luminescence, 48 h; response scale: scaled: vehicle 0%, 10 µM genistein 100%. 1.1% of 380,000 active; note: potency is the fitted concentration of half-maximal effect; nearly all actives have a fitted effect of over 80% in size; some results filed as inactive show a strong effect at the top dose
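Reporter cells (MCF7, BRCA1 promoter-firefly luciferase) received library compounds across a concentration series for 48 h. End-point luminescence was measured and concentration-effect curves derived after normalization.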
FLuc counter – firefly luciferase modulation, counter-screen for miR-21 project; P08659; purified FLuc, Km substrates, luminescence inhibition; Potency, µM (titrated, usually from 57.5 µM), inactives show at the top dose activity change, negative = inhibition, actives largely listed as inhibitors; 6.9% of 360,000 active; AID 588342;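 note: potency is the fitted concentration of half-maximal effect; plate controls were vehicle for no effect and reference inhibitor for full effect; nearly all actives have a fitted effect of over 55% in size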
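Biochemical qHTS of compounds, final roughly 60 µM downward over six points, against 10 nM purified firefly luciferase using Km concentrations of substrates (10 uM D-luciferin, 10 uM ATP) in Tris acetate pH 7.5 buffer; luminescence output.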
PKM2 act – activators of human pyruvate kinase M2; Potency, µM (titrated, usually from 57.5 µM), for the others: at the highest dose activation, hits mostly activators; 0.34% of 260,000 active; purified PKM2, Kinase-Glo ATP luminescence, activation; response scale: 0% is enzyme alone, no compound; note: potency is the fitted concentration of half-maximal effect; % is set by controls: 0 for no effect and ±100 for the full control effect; nearly all actives have a fitted effect of over 55% in size
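Purified hPK-M2 (>95% pure) converted ADP (0.1 mM final) to ATP with 0.5 mM PEP in 50 mM imidazole pH7.2, KCl, MgCl2, Tween 20, BSA; 1 h at room temperature. ATP detected by Kinase-Glo luminescence.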
VP16 counter – Gal4-VP16 reporter inhibition counter-screen; 3.5% of 310,000 active; Drosophila S2 Gal4-VP16 UAS-luciferase, luminescence, 20 h; AID 2546; Potency, µM (series often up to 53.6 µM), for the others: top-dose activity, negative = inhibition, hits mostly inhibitors;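 note: Gal4-VP16 expression switched on by copper sulfate through the metallothionein promoter; potency is the fitted concentration of half-maximal effect; % is set by controls: 0 for no effect and ±100 for the full control effect; nearly all actives have a fitted effect of over 50% in size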
Giardia kill – Giardia lamblia killing. Giardia lamblia trophozoite viability. activity change, % at 7.66 µM, hits read low. 0.15% of 340,000 active. AID 540267; in the data active = activity change below about -80%; inconclusive = between about -30% and that limit;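 note: parasites exposed to compound for two days anaerobically before the ATP read; % is set by controls: 0 for no effect and ±100 for the full control effect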
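Killing of trophozoites was scored by loss of ATP luminescence after a 48 hrs anaerobic exposure to compounds at 37 deg C, using 100 cells per well.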
NPC1 prom act – activators of NPC1 promoter; Huh7 NPC1 promoter luciferase reporter, 24 h; Potency, µM (top dose mostly 9.22 µM), without a hit: top-dose activation, actives largely listed as activators; 2.4% of 320,000 active;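 note: potency is the fitted concentration of half-maximal effect; % of control where 0% means no effect; nearly all actives have a fitted effect of over 60% in size; reporter is driven by a mutant NPC1 promoter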
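In 1536-well qHTS, Huh7 cells harboring an NPC1 promoter–luciferase construct received compound for 24 h; activation was quantified by luminescence following luciferase reagent addition.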
Menin MLL FP TR – displaces Texas Red mutant MLL peptide from human menin. AID 1768. O00255. 0.23% of 270,000 active. Menin + Texas Red MLL mutant peptide, fluorescence polarization. Potency, µM (doses to about 61.6 µM), for inactives: at the highest dose FP activity change, negative = inhibition, hits mostly inhibitors; active = well fitted inhibition curve with a large enough effect in the polarisation, with a control signal flat, not every such curve was filed as active; inconclusive = small, poorly fitted or top-dose-only effect, or effect the other way, or a change in a side signal; inactive = no such curve, though single readings can be large or run the other way; the % refers to the polarisation; note: potency is the fitted concentration of half-maximal effect; % of control where 0% means no effect; many of its hits are not listed in these tables
Target sequence (O00255 whole entry, looked up): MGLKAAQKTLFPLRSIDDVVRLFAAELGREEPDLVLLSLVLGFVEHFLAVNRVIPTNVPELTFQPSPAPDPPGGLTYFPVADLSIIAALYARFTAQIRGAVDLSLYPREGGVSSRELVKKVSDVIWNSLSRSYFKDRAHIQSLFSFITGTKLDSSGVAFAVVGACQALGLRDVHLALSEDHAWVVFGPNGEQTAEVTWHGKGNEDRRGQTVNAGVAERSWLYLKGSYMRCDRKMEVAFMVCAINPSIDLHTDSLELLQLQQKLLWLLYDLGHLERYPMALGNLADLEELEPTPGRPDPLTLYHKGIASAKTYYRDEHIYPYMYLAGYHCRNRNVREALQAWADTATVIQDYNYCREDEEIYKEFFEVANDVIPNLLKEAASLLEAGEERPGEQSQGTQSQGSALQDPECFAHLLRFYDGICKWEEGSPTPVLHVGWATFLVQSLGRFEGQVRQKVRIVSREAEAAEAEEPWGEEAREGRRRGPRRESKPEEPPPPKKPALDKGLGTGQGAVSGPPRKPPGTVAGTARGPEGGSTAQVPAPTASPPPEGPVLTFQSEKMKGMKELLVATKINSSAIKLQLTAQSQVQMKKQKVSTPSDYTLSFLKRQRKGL
RORgamma inh – inhibitors of mouse ROR gamma transcriptional activity. Drosophila S2 Gal4-RORgamma UAS-luciferase reporter, 20 h. AID 2551. P51450. Potency, µM (highest dose often 53.6 µM), for the others: top-dose activity change, negative = inhibition, hits mostly inhibitors. 5.4% of 310,000 active; note: potency is the fitted concentration of half-maximal effect; % is set by controls: 0 for no effect and ±100 for the full control effect; nearly all actives have a fitted effect of over 60% in size
Target sequence (P51450 whole entry, looked up, the tested form may be a part): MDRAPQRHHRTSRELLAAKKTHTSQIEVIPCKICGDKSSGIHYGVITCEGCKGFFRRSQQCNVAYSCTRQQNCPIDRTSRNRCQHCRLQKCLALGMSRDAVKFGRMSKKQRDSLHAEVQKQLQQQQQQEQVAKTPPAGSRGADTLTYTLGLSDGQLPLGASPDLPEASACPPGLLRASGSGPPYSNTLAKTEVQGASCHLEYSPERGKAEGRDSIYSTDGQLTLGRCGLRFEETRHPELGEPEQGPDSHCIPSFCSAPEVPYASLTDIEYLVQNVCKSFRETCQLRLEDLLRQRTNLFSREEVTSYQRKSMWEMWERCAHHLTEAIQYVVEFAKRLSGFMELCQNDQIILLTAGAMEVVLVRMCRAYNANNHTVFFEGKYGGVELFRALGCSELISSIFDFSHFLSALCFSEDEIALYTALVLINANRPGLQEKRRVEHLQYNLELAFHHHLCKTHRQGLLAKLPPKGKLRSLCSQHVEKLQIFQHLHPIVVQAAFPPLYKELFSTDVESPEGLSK
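Drosophila Schneider cells stably carrying a metallothionein-driven Gal4 DBD–ROR gamma fusion and a UAS-Photinus luciferase reporter were exposed to compound for 1 hr, then induced with copper sulfate (700 uM final) for 20 hr at ambient temperature before luminescence reading.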
Rab9 prom act – Rab9 promoter activation; Huh7 Rab9 promoter-luciferase reporter, luminescence, 24 h; Potency, µM (series often up to 9.22 µM), inactives show top-dose activation, negative = inhibition, actives largely listed as activators; 2.8% of 320,000 active; note: potency is the fitted concentration of half-maximal effect; % of control where 0% means no effect; nearly all actives have a fitted effect of over 60% in size
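Quantitative HTS format; Huh7 Rab9-luciferase reporter cells (1500/well) receive compound 2 h post-plating, incubate 24 h at 37 °C, then get luciferase reagent for 10 min before luminescence reading.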
ELG1 genotox – genotoxicity induction in ELG1-luciferase HEK293T cells. AID 504466. Potency, µM (titrated, usually from 46 µM), without a hit: at the top dose activity change, positive = activation, hits mostly activators. HEK293T ELG1-luciferase reporter, luminescence, 16 h. 1.3% of 330,000 active; note: potency is the fitted concentration of half-maximal effect; % of control where 0% means no effect; nearly all actives have a fitted effect of over 60% in size
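Quantitative HTS format in 1536-well plates. HEK293T ELG1-luciferase reporter cells receive test compound and are incubated 16 hr at 37 °C, 5% CO2; ONE-Glo added, 30 min room temperature, then luminescence read.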
p53 reactivation – restores transcriptional activity of mutant p53 | H1299 p53-A138V BP100-luciferase reporter, luminescence, 24 h | Potency, µM (top dose mostly 92.2 µM), without a hit: top-dose activity change, positive = activation, hits mostly activators | 0.063% of 320,000 active; note: potency is the fitted concentration of half-maximal effect; % of control where 0% means no effect; nearly all actives have a fitted effect of over 45% in size
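H1299 (p53-null), stable ts p53-A138V + BP100-Luc; 1000 cells/well, Opti-MEM/10% FBS; cpd 4 pt, 1:5; 24 h, 37 deg C, 5% CO2; detection reagent 10 min RT; luminescence.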
An asterisk follows results filed as active; ? = inconclusive; nt = not tested or not shown; [ ] = dose if it differs, or a comment. Unless noted, calls come from the whole dose curve; as a rule, active = well fitted curve in the direction sought with a large enough effect; inconclusive = small, poorly fitted or top-dose-only effect, or another doubt; inactive = no such curve, though single readings can be large; an effect the other way counts as inactive or inconclusive. A portion of the library; count on the stated rates, not on these rows.

Labels used below: A = BRCA1 expr act; B = FLuc counter; C = PKM2 act; D = VP16 counter; E = Giardia kill; F = NPC1 prom act; G = Menin MLL FP TR; H = RORgamma inh; I = Rab9 prom act; J = ELG1 genotox; K = p53 reactivation
COc1ccc(Cl)cc1NC(=S)Nc1ccccc1F
  A: -8%; B: -4%; C: -10%; D: ?; E: 8; F: 1%; G: 30%; H: ?; I: -10%; J: -8%; K: -4%

COCCCN(CC(=O)O)S(=O)(=O)c1cccc(Cl)c1
  A: 1%; B: 3%; C: -2%; D: 2%; E: 14; F: -2%; G: 13%; H: 22%; I: 1%; J: 0%; K: 1%

O=C1CC(SC2=NCCS2)C(=O)N1c1cccc(Cl)c1Cl (configuration not stated)
  A: -3%; B: -4%; C: 5%; D: 5%; E: -6; F: 1%; G: 11%; H: 20%; I: -5%; J: -9%; K: -2%

COc1ccc(OCc2cc(C(=O)N[C@H]3CCCCNC3=O)no2)c(Cl)c1
  A: 77%; B: 11µM*; C: -1%; D: -1%; E: 0; F: ?; G: nt; H: 11%; I: ?; J: ?; K: 27%

COc1ccc(OC)c(NC(=S)NCc2cccnc2)c1
  A: 10%; B: -1%; C: -1%; D: -18%; E: -29; F: -4%; G: -15%; H: 6%; I: 2%; J: -3%; K: -7%

COc1ccc(CCNC(=O)Cn2c(=O)n(CCCC(=O)NCc3ccco3)c(=O)c3sccc32)cc1OC
  A: -1%; B: -1%; C: -12%; D: 6%; E: -4; F: 0%; G: -9%; H: 14%; I: -2%; J: 0%; K: 29%

Cc1cc(OCC(=O)NCc2cccnc2)c2c(C)c(C)c(=O)oc2c1
  A: -8%; B: -1%; C: nt; D: 0%; E: 20; F: -15%; G: nt; H: -17%; I: -1%; J: 5%; K: 4%

CCC(/C=N/Nc1ccc(S(=O)(=O)N2CCCC2)cc1[N+](=O)[O-])CC
  A: 1%; B: -1%; C: 3%; D: -2%; E: -6; F: 0%; G: 27%; H: -3%; I: -4%; J: 10%; K: -2%

Cc1[nH]c(=S)c(C#N)c(C)c1CCC#N
  A: -22%; B: 3%; C: 3%; D: -16%; E: -4; F: -3%; G: nt; H: 14µM*; I: 3%; J: -1%; K: -2%

O=C(COC(=O)C1CC2C=CC1C2)Nc1cccc(S(=O)(=O)N2CCCCCC2)c1 (configuration not stated)
  A: -28%; B: ?; C: 4%; D: -17%; E: 8; F: -7%; G: 16%; H: ?; I: -1%; J: 0%; K: 0%

C[C@@H](NC(=O)c1nc[nH]c1C(=O)NCC(=O)OC(C)(C)C)c1ccccc1
  A: -30%; B: 9%; C: 0%; D: ?; E: 21; F: -1%; G: 1%; H: 10µM*; I: -4%; J: -2%; K: nt

O=C(CSc1nnc(COc2ccc(Br)cc2)o1)NC1CCCCC1
  A: -5%; B: -3%; C: nt; D: 6%; E: 3; F: 2%; G: nt; H: 2%; I: -6%; J: 1%; K: 4%

COc1ccc(-c2nc(C(=O)NCCCN3CCOCC3)cc3c2[nH]c2ccccc23)cc1OC
  A: 2%; B: -13%; C: 4%; D: ?; E: 14; F: -3%; G: -26%; H: -3%; I: -19%; J: -2%; K: 8%

Cc1cccc(NC(=S)N/N=C2\CC(C)(C)Oc3ccc(O)cc32)c1
  A: -46%; B: 5%; C: 12%; D: 3.2µM*; E: 8; F: -2%; G: ?; H: 4.5µM*; I: -12%; J: -4%; K: -4%

CCN(CC)C1CCN(C(=O)c2ccc(OC3CCN(CCc4ccccc4)CC3)cc2)C1 (configuration not stated)
  A: -27%; B: 1%; C: 3%; D: -5%; E: 13; F: 7%; G: -10%; H: -6%; I: 4%; J: -1%; K: ?

O=S(=O)(/N=C(/c1ccccc1)N1CCCCC1)c1ccccc1
  A: 0%; B: 1%; C: -10%; D: -18%; E: 27; F: 0%; G: 5%; H: -15%; I: 0%; J: 2%; K: -4%

Cc1ccccc1NC(=O)CCC(=O)N/N=C/c1ccc(F)cc1
  A: -1%; B: -2%; C: 1%; D: -5%; E: 3; F: 0%; G: 14%; H: -1%; I: -1%; J: 1%; K: -2%

C=CC[n+]1c(-c2ccccc2)csc1NC(C)(C)C
  A: -22%; B: 2%; C: -3%; D: -3%; E: 4; F: -2%; G: -14%; H: -13%; I: -3%; J: -5%; K: 0%

Cc1cc(Cl)cc(Cl)c1OCCN1CCCC1
  A: -6%; B: 2%; C: -1%; D: -2%; E: -11; F: 2%; G: -6%; H: -6%; I: 8%; J: -10%; K: 14%

CC1(C)Cc2c(cnn2-c2ccc(F)cc2)C(NC(=O)CCN2CCCC2=O)C1 (configuration not stated)
  A: 71%; B: ?; C: nt; D: ?; E: 3; F: 24%; G: -8%; H: 43%; I: 23%; J: 15%; K: ?

CCOc1ccc(C2N(c3cc(C)on3)C(=O)C3CCCN32)cc1OC (configuration not stated)
  A: -41%; B: -1%; C: -4%; D: 5%; E: 17; F: 4%; G: ?; H: -20%; I: 2%; J: 0%; K: -3%

Cc1cccc2sc(N(CCN(C)C)C(=O)C3CCN(S(=O)(=O)c4cccs4)CC3)nc12
  A: -18%; B: -2%; C: nt; D: nt; E: 2; F: -9%; G: nt; H: nt; I: 0%; J: -1%; K: -6%

N#C/C(=C/c1ccc(O)c(O)c1)C(=O)NCc1ccc(Cl)cc1
  A: -38%; B: ?; C: nt; D: ?; E: 0; F: -14%; G: ?; H: -22%; I: 10%; J: 3%; K: nt

CC(=O)Nc1nc(C)c(Oc2cccc(C(F)(F)F)c2)c(=O)[nH]1
  A: -24%; B: -1%; C: 2%; D: 5%; E: 2; F: 0%; G: nt; H: 0%; I: -2%; J: -1%; K: 2%

COc1ccccc1CNCc1cc(OC)c(OC)cc1OC
  A: -9%; B: 0%; C: 1%; D: -1%; E: -19; F: 0%; G: 24%; H: -25%; I: 2%; J: -7%; K: -5%

Full records from above. Order of screens: BRCA1 expr act	FLuc counter	PKM2 act	VP16 counter	Giardia kill	NPC1 prom act	Menin MLL FP TR	RORgamma inh	Rab9 prom act	ELG1 genotox	p53 reactivation
O=S(=O)(/N=C(/c1ccccc1)N1CCCCC1)c1ccccc1 reads 0%	1%	-10%	-18%	27	0%	5%	-15%	0%	2%	-4%
CCOc1ccc(C2N(c3cc(C)on3)C(=O)C3CCCN32)cc1OC (configuration not stated) reads -41%	-1%	-4%	5%	17	4%	?	-20%	2%	0%	-3%
COc1ccc(CCNC(=O)Cn2c(=O)n(CCCC(=O)NCc3ccco3)c(=O)c3sccc32)cc1OC reads -1%	-1%	-12%	6%	-4	0%	-9%	14%	-2%	0%	29%
N#C/C(=C/c1ccc(O)c(O)c1)C(=O)NCc1ccc(Cl)cc1 reads -38%	?	nt	?	0	-14%	?	-22%	10%	3%	nt

Going on with the list:
Labels used below: A = BRCA1 expr act; B = FLuc counter; C = PKM2 act; D = VP16 counter; E = Giardia kill; F = NPC1 prom act; G = Menin MLL FP TR; H = RORgamma inh; I = Rab9 prom act; J = ELG1 genotox; K = p53 reactivation
N=c1c2c3c(sc2ncn1N)CCCCC3
  A: -1%[1.84 µM]; B: 1%; C: -8%; D: -12%; E: -6; F: -3%; G: 10%; H: -15%; I: -12%; J: -8%; K: -5%

O=C(CSc1nc(=O)n2ccccc2n1)N1N=C(c2cccs2)CC1c1ccc(F)cc1 (configuration not stated)
  A: -37%; B: -1%; C: nt; D: nt; E: -7; F: -1%; G: nt; H: nt; I: 1%; J: 6%; K: -4%

NC(=O)c1ccsc1NC(=O)COC(=O)/C=C/c1ccc([N+](=O)[O-])cc1
  A: -6%; B: -3%; C: 1%; D: -26%; E: -6; F: 5%; G: nt; H: ?; I: -4%; J: 1%; K: -1%

CC(=O)c1ccccc1OC(=O)CCN1C(=O)C2C3C=CC(C4CC34)C2C1=O (configuration not stated)
  A: 22%; B: -4%; C: -4%; D: 4%; E: 16; F: -1%; G: -9%; H: 1%; I: 1%; J: 2%; K: 9%

CS(=O)(=O)Nc1cccc(C2=NN(C(=O)c3ccccc3)C(c3cccs3)C2)c1 (configuration not stated)
  A: -22%; B: -1%; C: nt; D: 0%; E: -2; F: 1%; G: ?; H: -3%; I: -1%; J: -12%; K: -2%

Cc1cccc(NC(=O)c2ccc(-n3cccn3)c([N+](=O)[O-])c2)c1
  A: 23%; B: ?; C: -2%; D: -13%; E: -22; F: -6%; G: ?; H: 13%; I: 19%; J: 3%; K: 11%

O=C(NC(=S)Nc1ccccc1)c1ccc(Br)o1
  A: 65%; B: 13µM*; C: -9%; D: 0%; E: 0; F: ?; G: 8%; H: 3.2µM*; I: ?; J: ?; K: 20%

CCOC(=O)N1CCN(C(=O)COC(=O)c2cc(Cl)c(O)c(Cl)c2)CC1
  A: 4%; B: -1%; C: -30%; D: 1%; E: -9; F: 1%; G: -6%; H: 29%; I: 2%; J: -3%; K: 5%
